High-throughput results deposited in PubChem BioAssay by Sanford-Burnham Center for Chemical Genomics.
VHR inh color = blocks the human dual specificity phosphatase VHR1; P51452; recombinant VHR phosphatase, colorimetric substrate read-out; inhibition, % at 20 µM; hit rate 0.7% among 50,000; in the data active = inhibition above about 60%; note: some results filed as inactive read as strong as hits
Target sequence (P51452 whole entry, looked up): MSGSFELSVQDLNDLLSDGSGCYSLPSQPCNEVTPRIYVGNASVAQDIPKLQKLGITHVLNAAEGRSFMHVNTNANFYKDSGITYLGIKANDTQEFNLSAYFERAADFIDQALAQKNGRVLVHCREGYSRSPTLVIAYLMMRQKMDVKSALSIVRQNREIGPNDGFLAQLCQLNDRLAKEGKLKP
Starred values were filed as active, the others as inactive.

SMILES | VHR inh color
O=C1C(=O)N(c2cccnc2)C(c2ccc(F)cc2)/C1=C(\O)c1ccc(Cl)cc1 (centres undefined) | 7
CCOC(=O)C1=C(O)/C(=C\c2ccccc2)SC1=Nc1cccc(Cl)c1 | 6
CC1=C(C(=O)Nc2ccccc2C)C(c2ccccc2Cl)C(C#N)=C(SCC(N)=O)N1 (centres undefined) | 22
Cc1cccc(NC(=O)c2ccccc2NC(=O)c2ccccc2)c1 | -2
O=C(CN1C(=O)c2ccc([N+](=O)[O-])cc2C1=O)Nc1ccc(O)cc1C(=O)O | -12
CC(=O)CC(=O)Nc1ccc2[nH]c(=O)[nH]c2c1 | 9
O=C1N/C(=N\N=C\c2ccco2)SC1Cc1cc(Cl)ccc1Cl (centres undefined) | 10
Cc1ccccc1C(=O)NC(NC(=O)c1ccccc1C)c1ccc(Br)cc1 | -24
CCCCOC(=O)C1CN1C(C)(C)C(=O)OCC (centres undefined) | -4
CCOC(=O)c1conc1-c1ccc(SC)cc1 | -77
COc1cc(C=O)c(Br)cc1OCc1ccc(F)cc1 | -20
CCOc1ccccc1/C=C(/NC(=O)c1ccccc1)C(=O)N1CCCCC1 | -2
CCc1nnc(NC(=O)c2ccc([N+](=O)[O-])cc2)s1 | -7
Cc1ccc(N2C(=O)C(=Cc3ccc(O)cc3)C(=O)N(c3ccc(C)cc3)C2=S)cc1 | 11
CN(C)c1ccc(NC(=O)COc2ccccc2)cc1 | -22
CC(C(=O)O)N1C(=O)/C(=C/c2ccccc2)SC1=S (centres undefined) | -7
O=C1NN=C2C3CCC4CC12CC1(C3)C(=O)NN=C41 | 1
COc1ccc(NC(=O)c2ccc(N3C(=O)CCC3=O)cc2)cc1 | 10
Cc1ccccc1OCC(=O)O/N=C(\N)Cc1cccc2ccccc12 | 5
CCCCOc1ccc(C(=O)Nc2cccc(-c3nc4cc(C)ccc4o3)c2C)cc1 | 8

In the list so far, three contain four or more nitrogen atoms.
SMILES | VHR inh color
CC1=C(C(=O)Nc2ccccc2C)C(c2ccccc2Cl)C(C#N)=C(SCC(N)=O)N1 (centres undefined) | 22
CCc1nnc(NC(=O)c2ccc([N+](=O)[O-])cc2)s1 | -7
O=C1NN=C2C3CCC4CC12CC1(C3)C(=O)NN=C41 | 1

Next structures:
SMILES | VHR inh color
O=C1c2cccc3cccc(c23)C(=O)N1CCC(=O)n1cnc2ccccc21 | -9
COCCCN1C(=O)/C(=C\c2ccc(Br)cc2)C(C(=O)OC)=C1C | 5
CCOc1cc2c(c([N+](=O)[O-])c1)NC(c1ccccc1F)C1CC=CC21 (centres undefined) | 43
CCOc1ccc(NC(=O)CN(Cc2ccccc2)S(=O)(=O)c2ccc(OC)c(OC)c2)cc1 | -7
CC1(C)CC(=O)C(CCC#N)(CCC#N)C(=O)C1 | -27
O=C1NC(c2ccccc2Cl)Nc2c1sc(=S)n2-c1ccccc1 (centres undefined) | 16
CC(C)C(=O)NCCNc1ccc([N+](=O)[O-])cc1Cl | -14
O=C(NCc1ccco1)C(=O)Nc1ccc(Oc2ccccc2)cc1 | -29
O=c1oc2cc(OCc3c(F)c(F)c(F)c(F)c3F)ccc2cc1-c1ccccn1 | -5
O=C(O)CCCCCN1C(=O)C(O)=C(C(=O)/C=C/c2ccccc2)C1c1ccccc1F (centres undefined) | -12
Cc1cc(C)cc(NC(=O)C(=O)NCC(C)C)c1 | -33
CCN(CC)c1ccc(C(=O)Nc2ccc(F)cc2F)cc1 | -4
CC(C)c1ccc(-c2nc3sc4c(c3c(=O)[nH]2)CCCC4)cc1 | 10
Cc1ccc(-c2ccccc2)n1-c1ccc(O)c(C(=O)O)c1 | 99*
COc1cc(C=NN2CCN(c3ccccn3)CC2)cc(OC)c1OC(C)=O | 5
CCOC(=O)CCCSc1nnc(CCCN2C(=O)c3cccc4cccc(c34)C2=O)n1-c1ccccc1 | -3
N#Cc1c(N)c(C#N)c(-c2ccco2)c2c1CCCC2 | 5
O=C(O)c1ccc(C(=O)O)c(C(=O)NCCc2ccccc2)c1 | -11
CCOc1ccc(/C=C2/NC(=S)NC2=O)cc1Cl | -8
O=C(Nc1cc(Cl)cc(Cl)c1)C(c1ccccc1)c1ccccc1 | -13

Exported as comma-separated lines: part of the list above.
structure,VHR inh color
O=C(NCc1ccco1)C(=O)Nc1ccc(Oc2ccccc2)cc1,-29
CCN(CC)c1ccc(C(=O)Nc2ccc(F)cc2F)cc1,-4
O=c1oc2cc(OCc3c(F)c(F)c(F)c(F)c3F)ccc2cc1-c1ccccn1,-5
COCCCN1C(=O)/C(=C\c2ccc(Br)cc2)C(C(=O)OC)=C1C,5

Additional results:
SMILES | VHR inh color
COc1ccc(NC(=O)COc2ccc(Br)cc2C(C)(C)C)c(OC)c1 | 33
CCOC(=O)c1c(C)nc2c(c1C)/C(=N/O)CC(C)(C)C2 | 10
Cc1ccc(-n2c(C)cc(/C=N/NC(=O)c3cccnc3)c2C)cc1C | 45
O=[N+]([O-])c1cccc(Cl)c1N1CCN(CCO)CC1 | -4
C=CCSc1nnc(-c2ccccc2)o1 | -13
CC1=Cc2cc([N+](=O)[O-])ccc2OC12C=Cc1c(ccc3ccccc13)O2 (centres undefined) | -8
Cc1ccc(C)c(-c2csc(NC(=O)c3cccs3)n2)c1 | 12
CC(Oc1ccccc1)C(=O)Nc1ccc(Cl)c(C(N)=O)c1 (centres undefined) | -26
Cc1ccccc1NC(=O)c1c(-c2c(F)cccc2Cl)noc1C | -2
CC(=O)N1c2ccccc2C(N(C(=O)COc2ccc(Cl)cc2Cl)c2ccccc2)CC1C (centres undefined) | -22
O=C(CCNc1ccc2c(c1)oc1ccccc12)c1ccc(Br)cc1 | 13
CC(=O)N1c2ccccc2NC2=C(C(=O)CC(C)(C)C2)C1CC1CC=C(C)C1(C)C (centres undefined) | 27
COc1ccc(N(CC(=O)Nc2ccccc2Cl)S(C)(=O)=O)cc1Cl | 8
COc1cc(OC)c(/C=C2\SC(=Nc3ccc(C)c(Cl)c3)NC2=O)cc1Br | -15
CN1C(=O)c2cccc3c(N(C)C)ccc(c23)C1=O | -8
COc1ccccc1-c1cc(-c2ccc(Br)cc2)nc(=O)[nH]1 | 4
CCCOc1cccc(C(=O)Nc2sc(CC)cc2C(=O)OCC)c1 | -32
O=C(Nc1ncccc1Cl)c1ccc2c(c1)OCO2 | -25
COc1ccc(Cl)cc1N(CC(=O)N1CCC(C)CC1)S(=O)(=O)c1ccc(C)c([N+](=O)[O-])c1 | 8
Cc1cc(/C=N/N2C(=O)c3ccccc3C2=O)c(C)n1-c1ccccc1 | -2
O=[N+]([O-])c1ccccc1S(=O)(=O)N1CCN(c2ccccn2)CC1 | -4
COc1ccccc1CNC(=O)c1cc(Cl)ccc1Cl | 4
c1ccc(-n2ncc3c(NCc4ccco4)ncnc32)cc1 | -32
O=C(Nc1ncccn1)c1sc2ccccc2c1Cl | -9
O=C1C2C3C=CC(C2C(=O)N1Cc1cccnc1)C1C(=O)N(Cc2cccnc2)C(=O)C31 (centres undefined) | 4
CC(=O)NC1=NN(C(C)=O)C(C)(c2cccc([N+](=O)[O-])c2)S1 (centres undefined) | -5
COc1ccc(NC(=O)c2cc(Cl)ccc2OC)c([N+](=O)[O-])c1 | -8
CC1=C(C)CC2C(=O)N(c3ccc(Cl)cc3Cl)C(=O)C2C1 (centres undefined) | 1
COc1ccc(S(=O)(=O)N(CC(=O)Nc2ccccc2OC)Cc2ccccc2)cc1 | -1
O=C(O)Cn1cc(/C=N\Nc2ccc([N+](=O)[O-])cn2)c2ccccc21 | -2
CSc1ccc(C=NN2CCN(Cc3ccccc3Cl)CC2)cc1 | -14
COC(=O)c1ccccc1NS(=O)(=O)c1c(C)cc(C)cc1C | -20
CC1=C(C(=O)Nc2ccc(Br)cc2)C(c2ccccc2F)NC(=S)N1 (centres undefined) | 16
CCCCCc1ccc(/C(C)=N/Nc2nc(C)cc(=O)[nH]2)cc1 | 6
N/C(Cc1ccc(Cl)cc1)=N\OC(=O)CCc1ccccc1 | -7
COC(=O)CNc1cccc(C(=O)O)c1 | -19
CC(C)c1ccc(C2/C(=C(\O)c3ccccc3)C(=O)C(=O)N2Cc2cccnc2)cc1 (centres undefined) | 4
O=[N+]([O-])c1ccc(N2CCNCC2)cc1Sc1cccc2cccnc12 | -7
COc1ccc(OC)c(NC(=S)NC(NC(=O)c2cc(OC)c(OC)c(OC)c2)C(Cl)(Cl)Cl)c1 (centres undefined) | 4
COc1ccc(Br)cc1/C=N\n1c(C)nnc1C | 33

As entered above.
`O=C1NN=C2C3CCC4CC12CC1(C3)C(=O)NN=C41` in VHR inh color = 1
`CCOc1ccc(NC(=O)CN(Cc2ccccc2)S(=O)(=O)c2ccc(OC)c(OC)c2)cc1` in VHR inh color = -7
`COc1ccc(NC(=O)COc2ccc(Br)cc2C(C)(C)C)c(OC)c1` in VHR inh color = 33
`O=c1oc2cc(OCc3c(F)c(F)c(F)c(F)c3F)ccc2cc1-c1ccccn1` in VHR inh color = -5
`O=C1c2cccc3cccc(c23)C(=O)N1CCC(=O)n1cnc2ccccc21` in VHR inh color = -9

The list goes on:
SMILES | VHR inh color
C=CCSc1[nH]c(=O)c(C(=O)OCC)cc1C#N | 3
COc1ccc(/C=C/C(=O)c2cccc([N+](=O)[O-])c2)c(OC)c1 | -7
Cc1ccc(OCC(=O)Nc2cccc(-c3nc4ncccc4o3)c2)cc1C | 0
CCOC(=O)c1c(-c2ccccc2)oc2ccc(OCC(=O)OCc3ccccc3)cc12 | -23
COc1ccccc1CC1CC(=O)N(c2ccc([N+](=O)[O-])cc2)C1=O (centres undefined) | -5
O=C(Oc1ccc(-n2cnnn2)cc1)N1CCOCC1 | 113*
CN1CCN(/N=C/c2c(O)n(C)c(=O)n(C)c2=O)CC1 | -15
CC(C)(C)NCCCCOc1c(Cl)cccc1Cl | -32
COC(=O)C1=C(C)N(c2ccc(OC)cc2)C(=O)/C1=C\c1ccc(O)c(OC)c1 | 4
Cc1cccc(N2C(=O)c3ccc(Oc4cccc([N+](=O)[O-])c4)cc3C2=O)c1C | 3
C(=N\Nc1nc(N2CCOCC2)nc(N2CCOCC2)n1)/c1ccc2c(c1)OCO2 | -19
CCOc1ccc2nc(SCC(=O)Nc3cccc(C)c3)sc2c1 | -25
O=S(=O)(c1cccc2nsnc12)N1CCN(C(c2ccccc2)c2ccccc2)CC1 | -19
Cc1cc(C(=O)Nc2ccc(I)cc2C(=O)O)ccc1[N+](=O)[O-] | -4
COc1ccc(CCNC(=O)CN(Cc2ccccc2)S(=O)(=O)c2ccc(OC)c(OC)c2)cc1 | -3
CCCCNC(=S)Nc1ccc(Cl)cc1Cl | 4
O=C(N/N=C/c1cccc(Cl)c1)C(O)(c1ccccc1)c1ccccc1 | -7
Cc1cc2c(cc1C)CN(c1cccc(C(=O)N/N=C/c3ccc(O)c(O)c3)c1)C2 | 27
Cc1cccc(-c2cc(NC(=O)c3ccc(F)cc3)n[nH]2)c1 | -14
CCOc1ccc(S(=O)(=O)NNc2ccccc2)cc1 | 55
CC(=O)Nc1ccc(NC(=O)CN(c2ccc(C)cc2)S(C)(=O)=O)cc1 | 5
Cc1ccc(-n2ncnc2-c2ccccc2Cl)cc1Cl | 2
COc1cc(-c2ccccc2)nc(N)n1 | 36
O=C(O)c1ccc(S(=O)(=O)c2ccc3c(c2)C(=O)N(c2ccc(Sc4ccc([N+](=O)[O-])cc4)cc2)C3=O)cc1 | 24
CCC(=O)Nc1ccc(N2CCOCC2)cc1 | -38
O=C1C=C/C(=N\S(=O)(=O)c2cc(Cl)ccc2Cl)C=C1Cl | 30
CC1CCN(CCOCCOc2ccccc2Br)CC1 | -2
COc1ccc2c(c1C)CCC/C2=N\OC(=O)c1ccc([N+](=O)[O-])cc1 | -12
O=C1C(Cl)=C(Nc2ccccc2)C(=O)N1c1ccc(Br)cc1 | -5
COc1ccc(CCNC(=O)C(=O)Nc2ccc(Cl)c(Cl)c2)cc1 | 6
COc1ccccc1OCC(=O)NC(C)C(=O)O (centres undefined) | 12
CC(=O)c1ccc(N2C(=O)CC(N3CCOCC3)C2=O)cc1 (centres undefined) | -4
O=C(Cc1ccc(-c2ccccc2)cc1)NNC(=O)c1ccco1 | -12
COc1cccc(/C=C2\SC(=O)N(CCC(=O)Nc3ccc(Br)cc3)C2=O)c1 | -25
O=C(c1ccc(Cl)c([N+](=O)[O-])c1)N1CCN(c2ccc([N+](=O)[O-])cc2)CC1 | -7
N/C(=N\OC(=O)c1ccc(F)cc1)c1cccnc1 | -17
O=C(COc1ccccc1Cl)NNC(=O)c1ccc(O)cc1O | -3
CCOc1cc(C=O)ccc1OCc1c(C)no[n+]1[O-] | -3
COc1cc(NC(=O)Cn2nc(C(F)(F)F)c(Br)c2C)c(OC)cc1Cl | -12
COc1ccc(-n2c(NN=C(C)C)nc3sc4c(c3c2=O)CC(C)(C)OC4)cc1 | 8
O=S(=O)(Nc1ccc(O)cc1)c1ccc(F)cc1 | -5
CCOC(=O)C1=C(O)/C(=C/c2ccc(O)c(OCC)c2)SC1=Nc1ccc([N+](=O)[O-])cc1 | -1
Cc1cc(=O)oc2c(C=Nc3c(C)n(C)n(-c4ccccc4)c3=O)c(O)ccc12 | -63
CCN(CC)CCN1C(=O)C(O)=C(C(=O)/C=C/c2ccccc2)C1c1cccc([N+](=O)[O-])c1 (centres undefined) | 12
COc1ccc(CNC(=O)/C=C/c2ccccc2)cc1 | -11
CCCCOc1c([N+](=O)[O-])cc([N+](=O)[O-])c2nsnc12 | -9
O=C(Cc1ccccc1)Nc1ccc2oc(-c3ccc(Cl)cc3Cl)nc2c1 | -16
COc1ccc(-c2csc(NC(C)=O)c2C(=O)O)cc1 | 2
N/C(=N/OC(=O)c1cccc([N+](=O)[O-])c1)c1nonc1N | -5
O=CN1N=C(c2ccccc2)CC1(O)C(F)(F)F (centres undefined) | -20
Cc1ccc(NC(=O)c2c(NC(=O)c3ccc(C)cc3)sc3c2CCC3)cc1 | -3
COc1cccc(OCCOc2ccc(/C=N/n3cnnc3)cc2OC)c1 | 116*
Cc1nc2c(-c3ccccc3)c(C)nn2c(C(C)(C)C)c1C | 9
Cc1sc(NC(=O)c2ccccc2C(=O)O)c(C#N)c1C | -4
Cc1nnc(NC(=O)c2cccc(C(=O)O)c2)s1 | 6
O=S(=O)(NNc1ccccc1)c1ccc(Cl)cc1 | -15
O=[N+]([O-])c1ccc(C=Nc2cccc(Cl)c2)cc1 | 31
Oc1c(/C=N/c2ncn[nH]2)ccc2ccccc12 | -6

Some of the compounds tested (hit frequency here may not be typical).
